# Screens (PubChem)
# ssDAF12 agonist – S. stercoralis DAF-12 activation, primary screen. HEK293 ssDAF-12/GRIP1 lit1-tk-luc reporter, luminescence; % of 3 µM dafachronic acid response. activation, % at 6.8 µM. actives 1% (n = 370,000);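 active means activation above the mean over all tested compounds plus 3 SD, cut at about 0.9% in these data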;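 further: 0% = DMSO-only wells and 100% = 3 µM delta7-dafachronic acid wells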
# PLC-beta3 inh – inhibitors of human phospholipase C beta3 | Q01970 | Purified PLC-beta3, fluorogenic substrate, fluorescence | actives 0.18% (n = 370,000) | inhibition, % at 12.2 µM; in the data active means inhibition above about 11%;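 further: 0% = median of compound wells on plate and 100% = full blocker control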
# PLCg1 inh – inhibitors of human phospholipase C gamma1; inhibition, % at 12.2 µM; purified PLC-gamma1, fluorogenic substrate, fluorescence; actives 0.84% (n = 370,000); in the data active means inhibition above about 9.5%
# Rev-erbA mod – modulates human Rev-erb alpha binding to DNA | Rev-erbα–FITC-DNA binding, fluorescence polarization, 90 min | activity, % at 10 µM | actives 0.79% (n = 370,000);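 active means activity above about 14%, limit read from the data; passing the limit was not always enough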;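 further: 0% = DMSO wells with 35 nM protein and 100% = DMSO wells with 750 nM protein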
# hcDAF-12 act – H. contortus DAF-12 activation, primary screen. HEK293 hcDAF-12 lit1-tk-luc reporter, luminescence; 0% DMSO, 100% Δ7-dafachronic acid. activation, % at 6.8 µM. actives 1.4% (n = 370,000). AID 652067;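 active means activation above the mean of all tested compounds plus 3 SD, cut at about 5.5% in these data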;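 further: 100% = response to 3 µM Δ7-dafachronic acid high control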
# ADAM17 inh – inhibits human ADAM17; recombinant ADAM17, EDANS/DABCYL FRET peptide cleavage; actives 0.83% (n = 370,000); P78536; AID 720648; inhibition, % at 6.95 µM;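 active means inhibition above the mean of compounds lying between control limits plus 3 SD, set per campaign, cut at about 8.5% in these data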;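 further: 0% = DMSO-only wells as the low control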
# SMARCA2 activ – SMARCA2 function activation, primary screen | MG213 cells, MMTV-luciferase reporter, dexamethasone, overnight | activation, % at 9.1 µM | actives 1% (n = 370,000); in the data active means activation above about 7.8%;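 further: 0% = vehicle wells and 100% = reference activator wells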
# MBD2 inh – MBD2-methylated oligo binding inhibition; TR-FRET, MBD2 binding to methylated oligonucleotide; AID 686964; actives 0.31% (n = 370,000); Q9UBB5; inhibition, % at 4.4 µM; in the data active means inhibition above about 13%
# Target sequence (Q9UBB5 whole entry, looked up): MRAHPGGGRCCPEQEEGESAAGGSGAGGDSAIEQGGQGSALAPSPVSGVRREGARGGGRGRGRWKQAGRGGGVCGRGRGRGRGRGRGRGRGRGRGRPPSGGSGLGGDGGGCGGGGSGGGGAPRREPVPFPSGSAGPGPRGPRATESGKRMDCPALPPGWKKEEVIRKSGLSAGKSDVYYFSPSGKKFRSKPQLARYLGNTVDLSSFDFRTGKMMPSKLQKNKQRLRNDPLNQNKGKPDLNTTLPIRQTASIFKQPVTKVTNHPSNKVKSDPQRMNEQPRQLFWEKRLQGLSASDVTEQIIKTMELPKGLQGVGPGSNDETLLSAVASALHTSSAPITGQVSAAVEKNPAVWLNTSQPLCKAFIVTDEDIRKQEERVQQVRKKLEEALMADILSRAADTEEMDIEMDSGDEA
# DAX1 inh-1 – blocks DAX1 repression of SF-1 activated StAR promoter | HEK293T StAR-luciferase reporter, SF-1/DAX-1 repression relief | actives 1.1% (n = 370,000) | inhibition, % at 6.8 µM | AID 652010;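 active means inhibition above the mean over all tested compounds plus 3 SD, cut at about 3.6% in these data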;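 further: 0% = DAX-1 cells with DMSO and 100% = cells lacking DAX-1 with DMSO; higher inhibition means more luminescence from relief of DAX-1 repression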
# hgDAF-12 ag – activates the H. glycines DAF-12 receptor ligand-binding domain | actives 1.8% (n = 370,000) | AID 687014 | activation, % at 6.8 µM | HEK293 GAL4-hgDAF12 UAS-luciferase reporter, agonist luminescence; normalized to butyrate control;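 active means activation above a cutoff set at the mean of all screened compounds plus 3 SD, cut at about 10% in these data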;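 further: 0% = DMSO wells and 100% = sodium butyrate wells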
# DAX1 inh-2 – inhibitors of human orphan nuclear receptor DAX1 (NR0B1); P51843; HEK293 Gal4-DAX1 luciferase reporter, luminescence; inhibition, % at 6.75 µM; actives 0.99% (n = 340,000); AID 504766;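 active means inhibition above the mean over all tested compounds plus 3 SD, cut at about 4.2% in these data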;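 further: 0% = DAX1-transfected cells with DMSO and 100% = empty-vector control cells with DMSO; inhibition shows as a rise in luminescence from relieved DAX1 repression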
# Target sequence (P51843 207-470 limits assumed): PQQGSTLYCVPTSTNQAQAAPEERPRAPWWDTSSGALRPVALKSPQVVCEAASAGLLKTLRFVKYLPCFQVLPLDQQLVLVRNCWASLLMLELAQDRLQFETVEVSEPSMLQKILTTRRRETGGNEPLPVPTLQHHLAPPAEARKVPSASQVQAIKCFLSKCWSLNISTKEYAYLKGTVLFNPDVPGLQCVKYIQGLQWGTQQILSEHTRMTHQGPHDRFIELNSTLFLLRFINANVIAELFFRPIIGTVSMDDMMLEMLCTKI
# * = called active by the depositor; i = inactive; / = no result given.
SMILES,ssDAF12 agonist,PLC-beta3 inh,PLCg1 inh,Rev-erbA mod,hcDAF-12 act,ADAM17 inh,SMARCA2 activ,MBD2 inh,DAX1 inh-1,hgDAF-12 ag,DAX1 inh-2
O=C(NN=C(Cc1ccccc1)Cc1ccccc1)c1ccncc1,-1.7,-1,1,2,-0.3,-3,-2,-4,-0.1,-0.7,1.2
CC(C)(C)SCCNC(=O)CN(c1ccc(F)cc1)S(=O)(=O)c1ccccc1,-1.2,3,3,-2,-1.4,2,2,-2,-0.2,4.2,0.5
Nc1c2c3c(sc2nc(=O)n1N)CCCC3,-0.6,0,-2,-2,1.5,-8,1,2,0.3,2.9,-0.9
COC(=O)c1cc(C(C)=O)c(C)[nH]c1=O,-1.1,0,2,3,-1.6,-4,-2,-1,0.0,-1.1,5.9*
O=C(CCS(=O)(=O)c1ccc(Br)cc1)Nc1ccc(Cl)cc1F,-1.3,-3,5,-6,-0.3,3,-4,-1,-0.7,0.8,-1.0
CCCCCC(=O)NC(=S)NNC(=O)CC,-1.1,1,-2,-1,-1.0,-3,-1,4,-0.2,-0.1,0.3
CCC1(CC)NC(=O)N(CC(=O)Nc2sc3c(c2C(N)=O)CCC3)C1=O,-0.6,-27,-18,-21,-1.8,-5,-3,3,0.5,0.6,-0.1
N#Cc1c(N)n(Cc2ccccc2)c(=O)c2cc([N+](=O)[O-])ccc12,-1.3,-46,-27,7,1.6,-2,-1,-2,-0.2,-1.9,-0.7
N#Cc1ccccc1OCC(=O)NNC(=O)CNC(=O)c1ccc(Br)o1,-0.4,2,2,2,2.4,-5,1,3,-1.3,-0.1,-0.2
O=C(O)c1[nH]nc2c1COc1ccccc1-2,-1.4,-2,-2,2,-0.7,-6,0,2,-0.3,1.1,-0.6
C=CS(=O)(=O)N(Cc1ccccc1)[C@H](CO)CC(C)C,-1.6,1,1,1,-1.1,2,0,-6,-0.8,1.8,0.7
Cc1ccc(S(=O)(=O)N(C)C)cc1NC(=S)N(C)C1CCN(C)CC1,-0.7,-2,3,-6,-0.6,-1,-3,-4,0.1,-2.2,1.4
CCCCCCSc1cccc(-c2nc3cc(C)ccn3c2NCc2ccccc2)c1,-0.8,i,-475,0,0.6,-37,-5,3,1.2,2.8,1.5
Cn1c(COc2ccccc2)nnc1SCC(=O)Nc1ccc(OCc2ccccc2)cc1,-1.8,3,0,-4,1.8,3,-5,3,0.3,4.5,/
COc1cc(S(=O)(=O)N2CCN(C(=O)c3ccco3)CC2)ccc1Cl,-0.3,-3,3,-4,-0.9,3,-1,0,-0.1,0.7,-1.1
CC(=O)C1=C(O)C(=O)N(CO)C1c1ccccc1F (stereo not drawn),-0.9,0,-1,2,0.8,-6,1,-4,0.3,-2.0,1.1
Cc1c(NC(=O)Nc2ccc(F)cc2F)c(=O)n(-c2ccccc2)n1C,-1.0,-5,2,2,1.4,-5,2,0,0.6,0.4,-0.1
CCOC(=O)c1c(-c2cccs2)csc1N,-0.6,-7,-3,-4,-0.1,-4,0,-4,0.2,-0.1,0.6
CN(C)S(=O)(=O)N1CCN(CC(=O)Nc2cc(Cl)ccc2Cl)CC1,-0.7,0,4,1,-3.1,1,-3,2,-0.9,-1.9,-0.1
N#Cc1c(Oc2ccc3ccccc3c2)sc(C(=O)c2ccccc2)c1N,-1.2,1,-2,-2,-1.6,-2,0,1,0.2,-1.9,1.1
CCOC(=O)C1CCN(C(=O)COC(=O)CNC(=O)c2ccc(C(C)(C)C)cc2)CC1,-1.4,1,-2,-5,1.9,-5,-1,5,0.2,-1.4,-1.3
CNC(=S)N(Cc1ccco1)Cc1cc2cc(OC)c(OC)cc2[nH]c1=O,-2.1,-20,-7,-7,-1.2,-50,-3,9,-0.2,3.1,1.0
CC(Nc1cccc2ccccc12)C(=O)N/N=C/c1ccccn1 (stereo not drawn),-0.3,-35,-24,1,1.8,1,-6,-4,-0.6,-1.8,-1.0
Cn1ncc2c(Nc3ccccc3Br)ncnc21,-1.5,2,7,-3,-2.5,0,-1,0,-0.8,-0.6,0.5
CCOC(=O)C1CCN(C(=O)Cn2c(=O)c3cccn3c3cccnc32)CC1,-0.8,-10,-35,2,-2.2,-7,-2,2,0.0,2.1,-0.1
CCC(c1nnnn1-c1c(C)cccc1C)N1CCN(C/C=C/c2ccccc2)CC1 (stereo not drawn),-1.5,-2,1,0,-0.8,-3,-3,4,-1.1,-1.1,/
O=C1C=CCC(/C=C/c2ccccc2)O1 (stereo not drawn),-2.4,7,5,-2,-4.6,0,4,0,-2.6,-8.9,/
Cc1noc(C)c1CS(=O)(=O)Cc1ccc(Cl)cc1,-1.3,2,6,1,-1.7,3,0,-3,0.0,2.1,/
CN(c1ncc(C(F)(F)F)cc1Cl)n1cc(C(=O)O)c2ccccc2c1=O,-1.6,-19,-17,1,-1.1,-6,3,7,-0.4,1.4,-0.3
CC(C)(C)NC(=O)C(OC(=O)c1cccs1)c1ccc(C#N)cc1 (stereo not drawn),-2.0,-6,-1,2,-1.0,-1,2,-2,-0.3,1.8,0.3
O=C(OC12CCCN(C1)/C(=C/c1cccc(Cl)c1)C2)c1ccc(F)cc1 (stereo not drawn),-0.9,-3,2,3,-1.8,4,-4,1,0.6,-1.9,/
CCOc1ccc(NC(=O)N2CCN(Cc3ccc4c(c3)OCO4)CC2)cc1,0.1,4,1,3,-0.2,-4,-1,2,-0.3,-1.8,-1.6
CCOC(=O)c1cnn(-c2nc(SC)nc3sc4c(c23)CCC4)c1N,-1.0,1,-1,-6,1.1,-1,1,5,-0.1,0.7,0.7
COc1ccc(C2c3[nH]c4ccccc4c3C[C@H]3C(=O)N(c4ccccc4C(=O)NCCN4CCOCC4)C(=O)N23)cc1 (stereo partly drawn),-0.3,-28,-24,-1,2.4,4,2,0,-0.1,0.2,-0.7
COc1ccc(-c2nnc(SCC(=O)Nc3sc4c(c3C#N)CCCC4)n2-c2ccccc2)cc1,-1.9,1,2,-5,-0.1,-2,-2,4,0.0,-0.4,0.2
CC(=O)Nc1ccc(N(C(=O)Cn2nnc3ccccc32)C(C(=O)NC2CCCC2)c2ccc(O)c(O)c2)cc1 (stereo not drawn),-0.7,-2,-1,-6,-0.2,-6,-5,6,-0.4,-2.9,-0.4
Cc1ccccc1-n1c(-c2ccc(=O)[nH]n2)n[nH]c1=S,-0.8,4,-1,2,-0.7,-6,0,-3,-0.7,1.1,-0.6
Cc1ccc(OCC(=O)NCCCNC(=O)c2ccco2)cc1C,-0.4,-10,-2,1,-2.5,-3,-4,7,-0.2,0.7,0.3
COc1ccc(C(C(=O)NCc2ccc(F)cc2)N(Cc2cccnc2)C(=O)c2snc(C(N)=O)c2N)cc1 (stereo not drawn),-1.2,-62,-42,-4,-0.8,-42,-3,1,-0.1,-1.1,0.0
CCN(CC(=O)NCc1cccs1)C(=O)CCOc1ccccc1,-1.1,-1,-2,0,-1.1,-3,3,3,-0.5,2.8,-0.5

# Shown field by field: part of the list above
Compound: COc1ccc(C(C(=O)NCc2ccc(F)cc2)N(Cc2cccnc2)C(=O)c2snc(C(N)=O)c2N)cc1 (stereo not drawn)
  ssDAF12 agonist = -1.2; PLC-beta3 inh = -62; PLCg1 inh = -42; Rev-erbA mod = -4; hcDAF-12 act = -0.8; ADAM17 inh = -42; SMARCA2 activ = -3; MBD2 inh = 1; DAX1 inh-1 = -0.1; hgDAF-12 ag = -1.1; DAX1 inh-2 = 0.0

Compound: CCN(CC(=O)NCc1cccs1)C(=O)CCOc1ccccc1
  ssDAF12 agonist = -1.1; PLC-beta3 inh = -1; PLCg1 inh = -2; Rev-erbA mod = 0; hcDAF-12 act = -1.1; ADAM17 inh = -3; SMARCA2 activ = 3; MBD2 inh = 3; DAX1 inh-1 = -0.5; hgDAF-12 ag = 2.8; DAX1 inh-2 = -0.5

# 5 entries out of the list above, arranged by the number in PLC-beta3 inh, ascending:
SMILES,ssDAF12 agonist,PLC-beta3 inh,PLCg1 inh,Rev-erbA mod,hcDAF-12 act,ADAM17 inh,SMARCA2 activ,MBD2 inh,DAX1 inh-1,DAX1 inh-2
CNC(=S)N(Cc1ccco1)Cc1cc2cc(OC)c(OC)cc2[nH]c1=O,-2.1,-20,-7,-7,-1.2,-50,-3,9,-0.2,1.0
CCOC(=O)C1CCN(C(=O)Cn2c(=O)c3cccn3c3cccnc32)CC1,-0.8,-10,-35,2,-2.2,-7,-2,2,0.0,-0.1
O=C(OC12CCCN(C1)/C(=C/c1cccc(Cl)c1)C2)c1ccc(F)cc1 (stereo not drawn),-0.9,-3,2,3,-1.8,4,-4,1,0.6,/
CCOC(=O)c1cnn(-c2nc(SC)nc3sc4c(c23)CCC4)c1N,-1.0,1,-1,-6,1.1,-1,1,5,-0.1,0.7
Cc1noc(C)c1CS(=O)(=O)Cc1ccc(Cl)cc1,-1.3,2,6,1,-1.7,3,0,-3,0.0,/

# Continuation:
SMILES,ssDAF12 agonist,PLC-beta3 inh,PLCg1 inh,Rev-erbA mod,hcDAF-12 act,ADAM17 inh,SMARCA2 activ,MBD2 inh,DAX1 inh-1,hgDAF-12 ag,DAX1 inh-2
CC(C(=O)NCc1ccccn1)N1C(=O)c2ccccc2C1=O (stereo not drawn),-1.4,2,-1,2,-1.7,0,3,-7,0.2,0.7,0.1
O=C(Cc1c(F)c(F)c(F)c(F)c1F)OC12CC3CC(C1)C(=O)C(C3)C2,-1.2,0,-4,2,-0.3,-5,-4,4,-0.1,-2.4,0.3
Cc1cc(O)c(C(C)C)cc1NC(=S)Nc1cc(C(C)C)c(O)cc1C,-1.3,-9,3,5,0.4,0,-4,1,-3.6,2.8,-1.6
CCOC(=O)/C(C#N)=C/C1=C(N2CCCC2)CC(C)(C)OC1,-1.0,-4,3,4,-0.5,-9,0,-2,-0.6,-1.0,0.3
CCN(c1ccccc1)S(=O)(=O)c1ccc(C(=O)Nc2nnc(COC)o2)cc1,-0.6,-3,5,-5,-1.8,-4,0,5,-1.4,-0.5,0.9
Cc1ncc([N+](=O)[O-])n1CC(=O)Nc1ccccc1Cl,-1.1,2,1,-4,-1.9,-3,-3,-1,-0.6,2.0,1.4
COCCNC(=O)CCn1nc(-c2ccc(C)cc2)c2ccccc2c1=O,-1.2,-5,1,3,-2.3,-7,-3,-1,-0.5,-0.2,0.1
O=C(Cc1ccc(Br)cc1)Nc1nc2ccccc2[nH]1,-0.9,-19,-5,-3,-0.8,-6,2,4,0.2,7.6,2.1
CCOc1ccccc1C=NNC(=O)CCCCC(=O)NN=Cc1ccccc1OCC,-1.0,-1,6,2,-2.1,-1,-1,1,-0.5,0.0,-0.1
Cc1[nH]nc2c(=S)[nH]c(=O)[nH]c12,-0.8,5,5,-3,0.2,2,-2,-6,-0.9,-2.1,0.2
O/N=C/c1cc(Br)ccc1OCc1ccccc1F,-1.1,-3,2,-3,-1.2,9.1*,-6,0,0.4,0.2,-0.3
O=C(COC(=O)c1ccc2ncsc2c1)NCc1ccc(F)cc1,-1.3,-8,-4,-4,-0.6,1,0,6,-0.8,7.5,0.0
CC(=O)c1cccc(S(=O)(=O)N2CCC(C(=O)OC3CCOC3=O)CC2)c1 (stereo not drawn),-1.6,-6,3,-4,1.7,-2,-1,2,2.4,-1.3,-0.3
